Source: PubChem (several laboratories)
PMI inhibition – MPI inhibition at elevated mannose 6-phosphate – biochemical, fluorescence intensity, high mannose 6-phosphate, primary screen (AID 1220); recombinant PMI enzyme, coupled fluorescence intensity; higher % means a stronger effect; one-dose inhibition, % at 20 µM; IC50 in µM for titrated hits; 0.66% of 190,000 active
PMI inhibitors – MPI enzyme activity inhibition – biochemical, fluorescence intensity, coupled assay, primary screen (AID 1209); purified PMI enzyme, coupled fluorescence intensity; higher % means a stronger effect; one-dose inhibition, % at 20 µM; IC50 in µM for titrated hits; 0.42% of 190,000 active;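 note: plate controls were DMSO vehicle for no effect and wells lacking substrate for full effect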
Autophagy mod – autophagy modulation, high-content screen; 0.98% of 190,000 active; AID 463193; calls only at 10 µM (by protocol); MEF GFP-LC3 puncta imaging; test concentration mostly 10 µM;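 active = percentage of spot-positive cells more than 3 SD above its plate mean, without a fluorescence outlier flag or 80% toxicity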;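 note: spot-positive cell cutoff set from DMSO-treated cells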
bCat nuc transl – beta-catenin nuclear translocation modulation; HeLa beta-catenin nuclear translocation, immunofluorescence imaging; nuclear translocation activity, % at 5 µM; 0.3% of 190,000 active; AID 1665;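 active = nuclear translocation activity above 50% at 5 µM, with a well cell count of 50 or more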;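 note: per-cell ratio of nuclear to cytoplasmic median beta-catenin stain intensity; plate controls were DMSO negative control for no effect and GSK-3 inhibitor IX positive control for full effect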
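assay system = human HeLa cells, endogenous beta-catenin | times = compound treatment 24 h, 37°C, 5% CO2 | detection = Anti-beta-catenin immunofluorescence on PFA-fixed, Triton-permeabilized cells, DAPI nuclei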
T cell HTS – T cell immune modulation candidate; 2C CD8+ T cell-vesicle binding, flow cytometry; active compounds read low; calls only at 7 µM; 0.068% of 330,000 active;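 active = response, share of CD8 T cells binding vesicles, and their 90th percentile fluorescence all below set limits, cut at about 80% in these data, passing the limit was not always enough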
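material = purified 2C TCR transgenic mouse naive CD8+ T cells | controls = Unloaded micro-vesicles (low), QL9 vesicles with 0.7% DMSO (high) | detection = cytometric PE anti-B7-1 and Alexa647 anti-CD8 signals after 1% paraformaldehyde fixation | incubation = binding step 1.5 h, 37 °C, antibody labelling 20 min, ice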
Lipid droplet – modulators of hepatic lipid droplet formation; AML12 mouse hepatocytes, oleate lipid droplets, BODIPY imaging; inhibition, % at 6.5 µM; 0.4% of 240,000 active; AID 1656;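 active = lipid droplet intensity inhibited by at least 50%, with more than 500 cells counted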
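Material: mouse AML12 hepatocyte cell line, fixed after treatment; Timing: compound with oleate, overnight; Technique: high-content imaging of BODIPY-stained droplets and DAPI nuclei; Probe or stimulus: oleate, 100 µM final; Dosing: compound at 6.5 µM only.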
Insulin prom up – MIN6 insulin promoter up-regulation; AID 1625; 0.3% of 190,000 active; z-score at 5 µM; MIN6 insulin promoter-GFP reporter, high-content imaging; active compounds read high;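 active = z-score above 3 at 5 µM with at least 500 cells counted in the well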
MT stabilize HCS – stabilizes microtubules in HeLa cells; HeLa tubulin immunostaining HCS, 24 h; share of cells brighter than vehicle mean+2SD; % tubulin-high responders, % at 10 µM; 0.83% of 200,000 active; AID 2205;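 active = plate Z-score above 3 for both tubulin-high and condensed-nucleus cell shares, with cell loss under 80%, at 10 µM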;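 note: anti alpha tubulin signal scored within the nucleus-defined area of each cell; some results filed as inactive read as strong as hits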
TNAP activators – stimulation of alkaline phosphatase TNAP activity – biochemical, luminescent, no phosphate acceptor, uHTS, primary screen (AID 1001); purified TNAP, luminescent activation assay, no phosphate acceptor; higher activation fold means a stronger effect; one-dose activation fold at 20 µM; EC50 in µM for titrated hits; 0.03% of 200,000 active; in the data active = activation fold from about 3, or a potency from the dose series; inactive = the rest, 99 in 100 with activation fold below about 1.6; note: many of its hits are not listed in these tables
Insulin prom up cell count – further read-out of Insulin prom up, marked with its call; cell count; measured here: cytotoxicity, nuclei count;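 total cells summed across four imaged fields per well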
Lipid droplet cells 6.5 µM – also measured in Lipid droplet; calls as there; cell count; measured here: cell count, cytotoxicity flag;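 cells counted across two imaged fields per well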
bCat nuc transl cell count 5 µM – also measured in bCat nuc transl; calls as there; cell count; measured here: cell count, cytotoxicity flag
T cell HTS vesicle-bound % – also measured in T cell HTS; calls as there; double positive events, %; measured here: CD8+ vesicle-bound cell fraction;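 binding gate set so that unloaded-vesicle control wells show 10% double positive cells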
MT stabilize HCS Hoechst-high % – second read-out of MT stabilize HCS, no call of its own (marks repeat the call); % Hoechst-high responders; measured here: nuclear condensation Hoechst responders;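 share of cells brighter than vehicle mean plus two SD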
MT stabilize HCS cytotoxicity % – recorded beside MT stabilize HCS, whose call it bears; toxicity, %; measured here: cytotoxicity by cell density;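 0% = mean cell density of plate MIN control wells and 100% = no cells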
Autophagy mod cell loss 18 h – also measured in Autophagy mod; calls as there; toxicity, %; measured here: cell loss, nuclei count;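 cell loss after 18 h compound exposure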
Numbers without * were called inactive; i = inactive; / = not tested or not shown; & = joins results of further samples. Cut-off read from the data, not from the text of the source, unless noted: active = inhibition above about 50%; inactive = the rest. Compounds as they come (roughly 2.9% active in at least one column).

mol	PMI inhibition	PMI inhibitors	Autophagy mod	Autophagy mod cell loss 18 h	bCat nuc transl	bCat nuc transl cell count 5 µM	T cell HTS	T cell HTS vesicle-bound %	Lipid droplet	Lipid droplet cells 6.5 µM	Insulin prom up	Insulin prom up cell count	MT stabilize HCS	MT stabilize HCS Hoechst-high %	MT stabilize HCS cytotoxicity %	TNAP activators
O=[N+]([O-])c1ccc(/C=N/Nc2ncc(-c3ccccc3)cn2)cc1	5.9%	4.8%	i	-4.7	1.2	1517	/	/	1.0	656	-0.03	1365	2.4	1.7	6.2	1.1
C=CCn1c(COc2ccccc2F)nnc1SCC(=O)Nc1cc(C)on1	1.6%	0.5%	i	13.5	0.1	677	i	62.3	3.5	654	0.31	1679	2.8	1.3	8.1	1
COc1ccc(-n2c(=O)c3c4c(sc3n(CC(N)=O)c2=O)CCCCC4)cc1	/	/	/	/	0.7	1261	i	40.2	8.8	701	-0.55	1109	/	/	/	/
COC(=O)C(C)N(c1ccc(C)cc1)S(=O)(=O)c1c(C)[nH]c(=O)[nH]c1=O (stereo not given)	-0.8%	2.7%	i	2.1	0.8	1159	i	20.3	2.4	833	-0.17	830	1.7	0.9	8.3	1.1
Cn1cc(-c2ccc(Cl)cc2)cc(C#N)c1=O	9.0%	5.2%	i	8.8	-0.6	1039	i	49.6	24.3	719	0.22	1247	1.8	2.0	2.9	1.1
Cc1ccc(CNC(=O)c2cc3c(=O)n4ccccc4nc3n(CC3CCCO3)c2=N)cc1 (stereo not given)	2.6%	6.3%	i	15.9	/	/	i	62.1	-4.5	652	-0.24	1231	2.8	2.8	4.4	1
Cc1ccc2cc(C#N)c(NCCNC(=S)NCCCN3CCOCC3)nc2c1	/	/	i	-3.0	-0.7	1538	i	44.1	-12.2	640	-0.28	1429	2.1	2.1	4.6	1.1
O=C(OCC(=O)N1CCN(C(=O)c2ccco2)CC1)c1ccccc1	5.7%	2.4%	i	5.3	-3.6	1140	i	36.3	4.7	695	-0.4	1270	5.0	1.6	9.7	1
Cc1ccc(NC(=O)CSC2=C(C#N)C(c3ccco3)C3=C(CCCC3=O)N2)cc1 (stereo not given)	-25.0%	-7.2%	i	-54.0	-0.6	1150	i	49.6	13.3	788	1.49	1237	3.9	2.6	7.6	1.1
O=C(CCNc1cccc(Cl)c1)c1cccs1	6.8%	14.9%	i	37.4	0.1	1400	i	10.4	/	/	2.82	1591	1.5	1.7	3.7	1.1
CN(Cc1nc(-c2ccncc2)no1)S(=O)(=O)c1ccc(Cl)cc1	2.9%	5.8%	i	0.4	-1.1	1096	i	14.1	-8.7	771	-0.9	1178	21.9	32.4	95.3	1.1
Nc1c(-c2ccc(Cl)cc2)cnn1-c1cccc(C(F)(F)F)c1	4.6%	-0.6%	i	1.0	-0.5	1360	i	21.5	/	/	0.43	1435	1.2	1.1	5.7	1.1
C/C(=N/NC(=O)CN1CCN(Cc2ccccc2Cl)CC1)c1ccco1	/	/	/	/	1.2	1256	i	40.8	8.7	732	-1.07	1013	/	/	/	/
CC(=O)Nc1ccc(NC(=O)c2sc3nc4c(c(-c5ccc(C)cc5)c3c2N)CCC4)cc1	20.1%	18.7%	i	1.2	-0.1	1061	i	21.9	13.5	565	-0.02	2109	6.3	3.3	3.3	1.1
CNCCCOc1cccc(OC(C)C)c1	8.5%	12.8%	i	-2.3	0.2	1084	i	12.4	-10.1	764	/	/	0.6	1.5	7.4	1
NS(=O)(=O)c1ccc(NC(=O)COC(=O)/C=C/c2ccc([N+](=O)[O-])cc2)cc1	-1.9%	-1.2%	i	2.1	-5.5	1062	i	61.3	1.1	697	0.37	1611	6.7	1.8	6.3	1.1
CCOC(=O)c1[nH]c(C)c(C(=O)Nc2ccc3c(c2)CCC3)c1C	-2.7%	-6.5%	i	16.6	2.9	782	i	7.5	/	/	-0.55	1222	3.3	1.3	4.3	0.9
Cc1ccc(S(=O)(=O)N2CCN(CC(=O)NC(=O)NCc3ccccc3)CC2)cc1C	5.1%	6.7%	i	3.9	-0.3	962	i	25.4	-4.8	713	0.39	797	3.4	2.9	4.8	1
COc1ccc(Cl)cc1NC(=O)C(C)NC(c1ccccc1)c1ccccc1 (stereo not given)	17.4%	18.3%	i	14.2	-4.4	1149	i	15.6	-11.6	641	-0.23	1406	5.3	2.2	11.8	1.2
CCc1ccc(-c2csc(NC(=O)C3CC(=O)N(c4ccc5c(c4)OCCO5)C3)n2)cc1 (stereo not given)	20.4%	16.5%	i	-7.3	/	/	i	25.6	21.7	667	-0.91	1070	9.8	13.2	3.4	1.3
Cc1ccc(/C=C/C(=O)O)cc1S(=O)(=O)Nc1ccccc1C(=O)O	5.0%	-3.9%	i	-0.6	-3.3	1047	i	27.1	3.3	671	1.31	1638	6.0	2.4	4.2	1.1
C#CCNC(=O)C1=C[C@H](c2coc3ccccc3c2=O)C[C@H](OCCCCO)O1	9.8%	11.5%	i	9.7	-1.8	1154	/	/	8.6	643	0.01	1367	1.4	1.3	3.6	1
CCN(CC)C(=S)Oc1c(Cl)cccc1Cl	/	/	/	/	-1.0	1301	i	59.5	-16.0	692	0	1020	/	/	/	/
CCCC(=O)Nc1nnc(CC(=O)OCC)s1	0.8%	1.9%	i	-0.3	-1.9	1057	i	38.6	14.2	781	0.1	1218	1.9	2.0	9.4	1.1
C#CCOCCOCCOCCNc1nc(N2CCN(C(=O)[C@H](CCCCN)n3cc([C@@H](N)C(C)CC)nn3)CC2)nc(N2CCN(C(=O)[C@H](CCCCN)n3cc([C@@H](N)CO)nn3)CC2)n1 (stereo not given in full)	-50.3%	-25.9%	i	14.9	-0.7	1063	i	22.2	4.1	696	-0.71	1376	2.9	2.5	10.9	1.1
Cc1cc(C)c(S(=O)(=O)n2c([N+](=O)[O-])cnc2C)c(C)c1	-36.0%	-31.1%	i	-14.8	-1.3	939	i	30.8	0.2	662	1.39	2324	1.6	3.0	9.9	1.1
Cc1ccccc1OCC(=O)NC(Cc1c[nH]c2ccccc12)C(=O)O (stereo not given)	2.7%	-6.9%	i	9.5	1.2	1032	i	51.5	-4.5	580	-0.04	1418	/	/	/	1.1
Cc1c(C=O)c2ccccn2c1C(=O)c1cccc([N+](=O)[O-])c1	4.0%	4.4%	i	6.0	2.0	1137	i	15.0	-4.4	661	-0.25	1219	4.0	2.2	0.9	1.1
O=C(O)c1nc(-c2ccccc2)n(-c2cccc(C(F)(F)F)c2)n1	-32.2%	-21.2%	i	0.3	-1.4	998	i	38.5	-41.7	765	0.42	1142	2.9	2.3	6.2	1.1
CC(C)OC(=O)C(C(=O)C(F)(F)F)c1cc(NS(=O)(=O)c2ccc3ccccc3c2)c2ccccc2c1O (stereo not given)	45.3%	13.5%	i	2.2	-2.4	1119	i	51.4	4.2	650	2.7	1516	2.6	2.6	11.1	1.1
Cc1nnc(SCC2=C(C(=O)O)N3C(=O)[C@@H](NC(=O)Cn4cnnn4)[C@H]3SC2)s1	0.3%	4.4%	i	8.4	-3.6	572	i	27.2&31.3	-0.3	755	/	/	3.1	2.2	10.0	1.1

Full records from above:
Entry for O=C(O)c1nc(-c2ccccc2)n(-c2cccc(C(F)(F)F)c2)n1 → PMI inhibition: -32.2%; PMI inhibitors: -21.2%; Autophagy mod: i; Autophagy mod cell loss 18 h: 0.3; bCat nuc transl: -1.4; bCat nuc transl cell count 5 µM: 998; T cell HTS: i; T cell HTS vesicle-bound %: 38.5; Lipid droplet: -41.7; Lipid droplet cells 6.5 µM: 765; Insulin prom up: 0.42; Insulin prom up cell count: 1142; MT stabilize HCS: 2.9; MT stabilize HCS Hoechst-high %: 2.3; MT stabilize HCS cytotoxicity %: 6.2; TNAP activators: 1.1
Entry for Cc1cc(C)c(S(=O)(=O)n2c([N+](=O)[O-])cnc2C)c(C)c1 → PMI inhibition: -36.0%; PMI inhibitors: -31.1%; Autophagy mod: i; Autophagy mod cell loss 18 h: -14.8; bCat nuc transl: -1.3; bCat nuc transl cell count 5 µM: 939; T cell HTS: i; T cell HTS vesicle-bound %: 30.8; Lipid droplet: 0.2; Lipid droplet cells 6.5 µM: 662; Insulin prom up: 1.39; Insulin prom up cell count: 2324; MT stabilize HCS: 1.6; MT stabilize HCS Hoechst-high %: 3.0; MT stabilize HCS cytotoxicity %: 9.9; TNAP activators: 1.1
